From PubChem BioAssay
CF NFkB block: cystic fibrosis NF-kB activation inhibition | AID 588850 | hit rate 0.86% among 360,000 | inhibition, % at 5 µM | KKLEB NF-kB-GFP reporter, PAF-induced, GFP fluorescence overnight;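 active = at least 50% inhibition at 5 µM, scaled per plate between neutral and stimulator controls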;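 note: PAF is a Pseudomonas aeruginosa culture filtrate used as stimulus; plate controls were PAF-stimulated DMSO wells for no effect and unstimulated DMSO wells for full effect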
HIF-2a block: HIF-2a inhibition | 786-0 RCC cells HIF-2a reporter, luciferase luminescence, overnight | inhibition, % at 18.8 µM | hit rate 0.72% among 360,000 | AID 624352;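 active = inhibition of the luminescence signal of 40% or more relative to plate controls, in a single-dose primary screen at 18.75 µM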
iPSC survival up: enhancers of human iPSC single-cell survival. hiPSC single-cell survival, ATPlite luminescence; 100% = ROCK inhibitor wells, 0% = DMSO. survival enhancement, % at 20 µM. hit rate 0.044% among 360,000. AID 602274; in the data active = survival enhancement above about 18%;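 note: cells exposed to compounds for 16 hours before the ATP read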
TRAIL sens C8: caspase-8 TRAIL sensitization; NB7+C8 cells + TRAIL, ATPlite viability luminescence; inhibition (viability loss, TRAIL sensitization), % at 10 µM; hit rate 1% among 360,000;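 active = compounds causing at least 50% loss of cell viability in the single-dose screen, relative to plate controls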
NR2E3 ag-1: activates human NR2E3 receptor; Q9Y5X4; inhibition of corepressor binding, % at 3.98 µM; hit rate 0.35% among 360,000; AID 602229; CHO-S Gal4-NCOR/VP16-NR2E3 two-hybrid, luciferase;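 active = inhibition above the mean of all tested compounds plus 3 SD, cut at about 70% in these data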;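 note: 0% = DMSO with NR2E3 transfected cells and 100% = cells lacking NR2E3 construct; higher means lower luciferase signal from less NR2E3 corepressor binding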
Target sequence (Q9Y5X4 whole entry, looked up, the tested form may be a part): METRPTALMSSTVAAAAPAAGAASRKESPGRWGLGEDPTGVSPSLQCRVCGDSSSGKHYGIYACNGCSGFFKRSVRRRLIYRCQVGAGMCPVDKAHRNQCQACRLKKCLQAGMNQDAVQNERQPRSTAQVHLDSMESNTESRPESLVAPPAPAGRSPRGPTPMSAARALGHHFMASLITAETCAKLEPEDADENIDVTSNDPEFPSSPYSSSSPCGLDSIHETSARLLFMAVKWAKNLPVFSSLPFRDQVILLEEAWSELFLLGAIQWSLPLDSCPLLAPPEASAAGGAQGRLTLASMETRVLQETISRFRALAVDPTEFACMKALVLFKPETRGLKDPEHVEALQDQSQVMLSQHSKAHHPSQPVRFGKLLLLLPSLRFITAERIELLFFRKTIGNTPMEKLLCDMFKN
KKLEB cytotox: CF airway cell cytotoxicity counter-screen; KKLEB CF airway cells viability, ATPlite luminescence, overnight; active compounds read low; cells stimulated with P. aeruginosa culture filtrate; activity change (cytotoxicity), % at 5 µM; hit rate 0.36% among 360,000;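 active = corrected activity change at or below -50% at 5 µM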
LMP1 NFkB inh: inhibitors of Epstein-Barr LMP1-induced NF-kappaB reporter; LMP1-induced NF-kappaB luciferase reporter cells, luminescence; inhibition, % at 12.5 µM; hit rate 0.69% among 350,000; AID 504558; in the data active = inhibition above about 41%;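 note: 0% = neutral control wells and 100% = reference inhibitor control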
TRPM1 prom inh: inhibitors of MITF-driven TRPM1 promoter in melanoma cells | inhibition, % at 12.5 µM | SK-MEL-5 TRPM1 promoter luciferase, 24 h | AID 488899 | hit rate 0.83% among 330,000;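 active = mean inhibition across replicates of 60% or more, whatever share of single replicates reaches that level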; note: values of inactives mirror those of a sister screen read the other way
Peg3 promoter: inhibitors of Peg3 promoter; HeLa PEG-Prom luciferase reporter, luminescence, overnight; inhibition, % at 20 µM; hit rate 1.7% among 360,000;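 active = inhibition of at least 50% at 20 µM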
NR2E3 ag-2: activates human photoreceptor nuclear receptor NR2E3; inhibition of corepressor binding, % at 4.78 µM; hit rate 0.12% among 320,000; GST-NR2E3/biotin-RetCOR TR-FRET, 1536-well; Q9Y5X4; AID 2300;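 active = percent inhibition above the cutoff of mean plus 3 SD of all tested compounds, set per screening campaign, cut at about 20% in these data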;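 note: 0% = DMSO wells and 100% = biotin wells as full block of FRET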
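System: GST-tagged NR2E3 plus biotinylated RetCOR corepressor; Amount: 1.35 nM GST-tagged NR2E3 final; Dosing: single nominal compound dose of 4.8 µM; Schedule: 5 h incubation at 4 °C; Technique: TR-FRET with europium anti-GST and streptavidin-D2, 340 nm excitation; Controls: biotin wells as high control, 0.6% DMSO wells as low control.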
Shn3 3UTR inh: Schnurri-3 reporter inhibition in Clone20 osteoblasts; Clone20 osteoblast Shn3 3'UTR firefly luciferase, 24 h; hit rate 0.52% among 360,000; inhibition, % at 12.5 µM; AID 588674;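 active = mean inhibition of at least 75% with every replicate also reaching 75%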;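 note: 0% = median of neutral control wells and 100% = pilot-screen positive control compound; some compounds past the cut are filed as inactive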
Numbers without * were called inactive; / = not tested or not shown. These rows are one share of the data. The share of hits here may be higher or lower than overall.

SMILES | CF NFkB block | HIF-2a block | iPSC survival up | TRAIL sens C8 | NR2E3 ag-1 | KKLEB cytotox | LMP1 NFkB inh | TRPM1 prom inh | Peg3 promoter | NR2E3 ag-2 | Shn3 3UTR inh
COc1ccc(C2c3sc(=O)[nH]c3SC3C4CCC(C4)C23)cc1 (stereo unspecified) | 13 | 11 | 0.9 | -6 | -28 | -7 | 3 | 15 | 8 | 3 | -2
O=C(O)c1ccc(-c2nc(-c3ccc(Cl)cc3Cl)cs2)cc1 | 10 | -190 | 1.1 | -4 | -81 | 9 | -38 | -73 | -229 | 1 | -84
Cc1noc(C)c1S(=O)(=O)NCc1ccc(CN(C)C)cc1 | -37 | 5 | -0.4 | -8 | -13 | 6 | -1 | 0 | 8 | 0 | -1
COc1cc(CN(C)CC2CCCN(CCc3cccc(C(F)(F)F)c3)C2)ccc1O (stereo unspecified) | 6 | 11 | -0.4 | -2 | -12 | 1 | -11 | 11 | -2 | 0 | 21
CC(=O)c1c(C(C)=O)c(C)n(-c2nc(-c3ccc(C)c(C)c3)c(C)s2)c1C | -5 | 23 | -0.8 | 8 | -11 | -5 | 26 | 14 | 22 | 3 | 16
O=C(Nc1cccc(NC(=O)c2cc([N+](=O)[O-])ccc2Cl)n1)c1cc([N+](=O)[O-])ccc1Cl | -6 | 84* | -1.1 | 31 | -23 | -13 | -289 | 32 | 93* | -2 | 43
Cc1cc2c(c(=O)n1CCN(C)C)C(c1ccncc1)C(C#N)=C(N)O2 (stereo unspecified) | 9 | 7 | -0.5 | -2 | 6 | -1 | 6 | -3 | 12 | 0 | -12
Cc1ccc(NC(=O)CN(c2ccc(C)cc2)S(=O)(=O)c2cccc3nonc23)cc1 | 8 | 22 | 4.7 | -3 | -10 | -2 | -6 | 10 | 3 | 6 | -36
COc1ccccc1-n1c(SCC(=O)NC2CCCCC2)nc2c(c1=O)SCC2 | -15 | 15 | 1.3 | 16 | -24 | 2 | 2 | 2 | 26 | -1 | -10
CCn1c(-c2cccs2)nc2ccccc21 | -11 | -38 | -1.4 | 13 | -25 | 1 | -6 | -29 | -47 | 2 | -13
O=[N+]([O-])c1cc(Br)ccc1C[n+]1ccccc1 | -21 | 13 | -0.3 | -16 | 11 | 14 | -6 | 4 | 7 | / | 0
S=C(/N=c1/sccn1Cc1ccccc1)NC1CC1 | -5 | -34 | 1.7 | 2 | 4 | 2 | 2 | -4 | 6 | 2 | 31
Cc1cc(Br)ccc1NC(=O)CNC(=O)CSc1nccn1C | 2 | 5 | -0.3 | 3 | -7 | -7 | -2 | -2 | 1 | / | 2
CC(NC(=O)CCCCCNC(=O)N1CCn2c1nc1ccccc12)c1ccccc1 (stereo unspecified) | -15 | 9 | 0.0 | -5 | 29 | 12 | 0 | 10 | 7 | 0 | -10
Cc1ccc(S(=O)(=O)Nc2ccc3cn[nH]c3c2)cc1 | -2 | 14 | -0.4 | 6 | -8 | -2 | -2 | 27 | 22 | 5 | 10
CCN(C(=O)CSc1nnc(C2CC2)n1-c1ccccc1)C1CCS(=O)(=O)C1 (stereo unspecified) | -11 | 10 | -0.6 | -10 | 13 | 9 | 1 | 11 | -10 | -16 | -13
CC1=NN2C(=N)/C(=C\c3cc(C)n(-c4ccccc4)c3C)C(=O)N=C2S1 | 8 | -28 | 0.7 | 15 | -10 | 1 | -11 | -9 | -50 | -1 | -17
CCOC(=O)c1cnc2nc(NCc3ccc(OCc4ccccc4)cc3)[nH]n2c1=O | 26 | 23 | 1.9 | 6 | -9 | -15 | -11 | 14 | -17 | 2 | -5
COCCNC(=O)C(NC(=O)C1CCCCC1)C12CC3CC(CC(C3)C1)C2 (stereo unspecified) | 6 | 2 | 2.8 | 0 | 9 | 20 | 1 | -15 | 9 | 1 | 5
O=C(COC(=O)CNC(=O)c1ccc(F)cc1)NC1CCCc2ccccc21 (stereo unspecified) | 12 | 3 | 3.0 | 8 | -2 | -7 | -9 | 4 | 3 | / | -9
C[C@H](CO)N1C[C@H](C)[C@@H](CN(C)CC2CC2)Oc2c(NS(=O)(=O)c3ccccc3)cccc2C1=O | -33 | 4 | -0.8 | 0 | -10 | 9 | 0 | -2 | -2 | / | -11
CC1(C)Cc2c(sc3c2c(=O)n(Cc2ccccc2)c2nncn32)CO1 | 4 | 6 | 2.1 | -6 | -3 | 2 | 54* | -5 | 3 | / | 7
O=C1CN2C(=Nc3ccc(Cl)cc3C2c2ccccc2)CN1 (stereo unspecified) | 2 | 20 | -1.1 | -5 | -10 | 0 | 6 | 5 | 11 | 0 | -2
O=C(Nc1nc2ccccc2s1)C1c2ccccc2Oc2ccccc21 | 14 | 8 | 3.8 | 14 | 1 | 12 | 1 | 8 | 17 | 3 | 31
Cc1cc(C(=O)N2CCC(C(N)=O)CC2)c(C)o1 | 25 | -6 | 3.4 | -9 | 5 | -2 | -7 | 10 | -10 | 3 | 9
Cc1cccc(C(=O)OCC(=O)NC(=O)c2ccccc2)c1O | 3 | -4 | -0.5 | -10 | 8 | 6 | -8 | 3 | -6 | -3 | -17
Cc1ccc(C(=O)N2CC(C)CC(C)C2)cc1S(=O)(=O)N1CCCCC1 (stereo unspecified) | 9 | 11 | -3.8 | 1 | 10 | -3 | -1 | / | 4 | 3 | -52
CC1(C)CC(=O)C2=C(C1)OC(=O)CC2c1cccs1 (stereo unspecified) | 2 | 10 | 0.1 | -7 | -19 | 2 | 3 | 10 | 27 | 0 | 45
CCOC(=O)C1(C)CCN1C(=O)c1cc(-c2ccc(Cl)cc2)oc1C (stereo unspecified) | 3 | -188 | -0.4 | 20 | -24 | -8 | / | / | -83 | / | -38
CC1(C)Cc2nc(Cl)c(C(=O)O)cc2CO1 | -1 | 16 | 0.4 | 5 | -16 | -1 | -10 | -3 | 5 | 0 | 7
Cc1ccc(S(=O)(=O)N(C)Cc2ccccc2)cc1C(=O)N1CCCCC1 | -22 | 8 | -0.3 | 0 | 5 | 19 | 7 | 9 | 15 | -1 | -3
COc1ccc(C(=O)COC(=O)Cc2n[nH]c(=O)c3ccccc23)c(OC)c1 | 30 | -11 | -0.4 | -14 | 11 | -12 | 1 | -2 | 2 | -4 | -18
CN(C)c1nc(N)c(C#N)c(C#N)c1C#N | -10 | 0 | 0.7 | 0 | -2 | 13 | 5 | -16 | -5 | / | -12
COc1ccccc1C(=O)N1CCN(C(=O)c2ccncc2)CC1 | 1 | 13 | 2.7 | 5 | -10 | 0 | 2 | -5 | 3 | 1 | -17
CN(C)c1ccc(-c2csc(C(O)c3ccc(F)c(F)c3)n2)cc1 (stereo unspecified) | 11 | -215 | -1.4 | -3 | -22 | -13 | / | / | -219 | / | -27
Cc1onc(-c2c(F)cccc2Cl)c1C(=O)Nc1ccc(Cl)c(S(=O)(=O)N(C)C)c1 | 3 | -2 | 0.0 | -31 | -11 | -2 | 8 | -4 | 33 | 3 | -6
O=C(O)CSC1c2ccccc2C(=O)N1c1ccccc1 (stereo unspecified) | 0 | 29 | 2.6 | 7 | 6 | 0 | -3 | 0 | 23 | 0 | 1
Cc1cc(C(=O)NNC(=S)Nc2cccc(C(F)(F)F)c2)nn1C | 1 | -14 | 0.0 | -20 | -13 | -7 | -3 | 7 | -2 | -2 | 16
O=C(CCC(=O)OC(C(=O)c1ccccc1)c1ccccc1)Nc1ccccc1 (stereo unspecified) | 3 | 13 | -1.3 | -5 | 3 | -4 | 4 | 8 | 18 | 0 | -5
COc1cccc(NS(=O)(=O)c2ccc(Br)s2)c1 | -14 | -18 | 0.6 | -11 | 12 | -3 | 5 | -8 | 0 | -1 | 2
O=c1c2ccccc2nnn1CSc1nc2ccccc2[nH]1 | 16 | -178 | 1.6 | 25 | -55 | -15 | -2 | -33 | -243 | 2 | -48
CCOC(=O)CN1C(=O)N[C@@H](CCc2ccccc2)[C@@H](C(=O)OC)[C@H]1C | 10 | 6 | -0.7 | -11 | 10 | 2 | 1 | -1 | 14 | 2 | 3
COc1ccccc1-c1nnc(SCC(=O)Nc2nc(-c3ccccc3)cs2)n1C | -4 | 6 | -0.9 | 19 | -51 | 8 | 9 | 8 | 1 | 1 | -1
O=C(NC1CC1)C(Cl)c1ccccc1 (stereo unspecified) | -20 | 5 | 0.0 | 5 | 6 | 0 | -9 | 0 | -2 | -2 | -22
C=CCNc1nc(NC(C)(C)CO)nc(OC)n1 | -6 | 19 | 2.4 | -8 | -10 | -3 | 5 | 5 | 18 | 1 | 3
CC(C)Cn1c(=O)c(C(=O)NCc2ccccn2)c(O)c2ccccc21 | 13 | 31 | 5.7 | 0 | 7 | -6 | -3 | -6 | 26 | 7 | -1
Cc1ccccc1N1C(=O)C(Oc2ccc(Cl)cc2)C1CNC(C)(C)C (stereo unspecified) | 5 | 6 | -2.7 | 7 | -9 | -16 | 1 | -9 | 5 | 0 | 10
Cc1cccc(CNC(=O)CCc2nnc(C3CCCCC3)o2)c1 | 10 | 2 | -0.8 | 0 | -23 | -4 | -4 | -5 | 9 | -4 | 27
O=C(CSc1nnc(NC(=O)C2CC(=O)N(c3ccc(F)cc3)C2)s1)NCC1CCCO1 (stereo unspecified) | 2 | 2 | -0.2 | -2 | 6 | 6 | -1 | -16 | -2 | 2 | 4
O=C(CCN1C(=O)/C(=C/c2ccc(F)cc2)SC1=S)NCCc1cnc[nH]1 | -12 | -19 | -0.1 | 19 | -14 | 0 | 5 | -9 | -33 | 2 | -20
Cc1cc(Cl)ccc1Oc1ncnc2onc(C)c12 | 4 | -2 | 0.6 | 0 | -64 | -2 | -8 | 1 | -3 | 0 | 12
O=C(c1ccc(-c2ccccc2)cc1)N1CCCC1 | 12 | -51 | -0.1 | 1 | -5 | 2 | -6 | -24 | -84 | 3 | -30
Cc1ccc(NC(=O)CCN2C(=O)C3CCCCC3C2=O)c(O)c1 (stereo unspecified) | -1 | -1 | -0.1 | -9 | -28 | -4 | 2 | 12 | -14 | 1 | 2
CC1(C)CC(=O)C(C=Nc2ccncc2)=C(O)C1 | 9 | -1 | -0.5 | 5 | 1 | -6 | -15 | 3 | 2 | 3 | -12
Cc1cc(C(=O)COC(=O)Cc2n[nH]c(=O)c3ccccc23)c(C)n1CC(F)(F)F | 24 | -27 | -0.2 | 4 | -12 | -12 | -5 | -19 | -35 | / | 13

Filtered by structure: the compounds so far with bromine (3)
SMILES | CF NFkB block | HIF-2a block | iPSC survival up | TRAIL sens C8 | NR2E3 ag-1 | KKLEB cytotox | LMP1 NFkB inh | TRPM1 prom inh | Peg3 promoter | NR2E3 ag-2 | Shn3 3UTR inh
O=[N+]([O-])c1cc(Br)ccc1C[n+]1ccccc1 | -21 | 13 | -0.3 | -16 | 11 | 14 | -6 | 4 | 7 | / | 0
Cc1cc(Br)ccc1NC(=O)CNC(=O)CSc1nccn1C | 2 | 5 | -0.3 | 3 | -7 | -7 | -2 | -2 | 1 | / | 2
COc1cccc(NS(=O)(=O)c2ccc(Br)s2)c1 | -14 | -18 | 0.6 | -11 | 12 | -3 | 5 | -8 | 0 | -1 | 2
